Bioassay records from PubChem.
P. falciparum M1AAP = P. falciparum M1AAP inhibitors, biochemical, fluorogenic H-Leu-NHMec substrate, 1536-well (AID 1445); recombinant M1AAP, H-Leu-NHMec fluorogenic kinetic assay; higher % means a stronger effect; one-dose inhibition, % at 30 µM; IC50 in µM for titrated hits; hit rate 0.42% among 220,000;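 active = primary inhibition above the hit cutoff, then over 50% inhibition at one or more dose response concentrations, cut at about 23% in these data, passing the limit was not always enough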;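 also: plate controls were DMSO full reaction for no effect and no enzyme background for full effect; strong numbers were not always called active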
XIAP displacement = small molecules displacing peptide from XIAP – biochemical, IAP family, fluorescence polarization (AID 1018) | hit rate 0.007% among 200,000 | XIAP BIR domain, fluorescence polarization peptide displacement; higher % means a stronger effect | one-dose displacement, % at 20 µM; IC50 in µM for titrated hits; in the data active = displacement above about 50%; also: a part of the inactive calls stands beside numbers as strong as those of hits
ER stress rescue = rescue of cells from ER stress-induced death, primary screen, 384-well, CSM14.1, thapsigargin, ATP luminescence (AID 1222); CSM14.1 thapsigargin-induced death rescue, ATP luminescence; higher % means a stronger effect; cellular ATP content (survival), % at 20 µM, or EC50 in µM where a hit was titrated; 190,000 tested, under 10 active;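 active = EC50 below 50 µM in the dose-response confirmation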;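 also: death triggered by thapsigargin at about 15 µM added after 2 h compound pretreatment; cell ATP read after overnight thapsigargin exposure of roughly 18 to 22 hours; normalized against plate controls of thapsigargin alone and 5% DMSO vehicle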
LYP phosphatase = inhibitors of LYP phosphatase, biochemical, fluorescence intensity, uHTS (AID 1779). recombinant LYP phosphatase, fluorescence intensity; higher % means a stronger effect. inhibition, % at 11.5 µM, or IC50 in µM where a hit was titrated. hit rate 0.054% among 290,000;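 also: plate controls were vehicle with enzyme for no effect and no enzyme for full effect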
P. falciparum M17LAP = P. falciparum M17LAP inhibitors, primary screen, biochemical, fluorogenic H-Leu-NHMec substrate, 1536-well (AID 1619). recombinant M17LAP, H-Leu-NHMec fluorogenic kinetic assay; higher % means a stronger effect. inhibition, % at 30 µM, or IC50 in µM where a hit was titrated. hit rate 0.38% among 220,000;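 active = compound inhibiting the enzyme by more than half at any dose during confirmatory dose-response retesting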;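 also: plate controls were full reaction with DMSO carrier for no effect and no enzyme background for full effect; strong numbers were not always called active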
Hep lipid drop = modulators of hepatic lipid droplet formation | AML12 mouse hepatocytes, oleate lipid droplets, BODIPY imaging | inhibition, % at 6.5 µM | hit rate 0.4% among 240,000;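 active = lipid droplet intensity inhibited by at least 50%, with more than 500 cells counted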
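Material – mouse AML12 hepatocyte cell line, fixed after treatment · Compound dosing – one dose, 6.5 µM compound · Times – compound with oleate, overnight · Measured by – Image-based BODIPY and DAPI two-channel analysis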
AID2073 = disruptors of CaV2.2 binding to Mint1 – biochemical, HTRF (AID 2073); HTRF protein-protein interaction, Mint1-CaV2.2; higher % means a stronger effect; inhibition, % at 20 µM, or IC50 in µM where a hit was titrated; hit rate 0.19% among 290,000; in the data active = inhibition mostly above about 51%, no sharp cut-off; also: some results filed as inactive read as strong as hits
NOD2 inhibition = NOD2 signaling inhibitors, cell-based, luminescence, uHTS, HEK293 (AID 1566); HEK293 NOD2/NF-kB luciferase reporter, luminescence; higher % means a stronger effect; inhibition, % at 4 µM, or EC50 in µM where a hit was titrated; hit rate 0.63% among 290,000; also: many of its hits are not listed in these tables
SIAH1 antagonists = Siah-1 peptide-binding antagonists, primary screen, biochemical, fluorescence polarization, rhodamine-plectin, uHTS (AID 1817); Siah-1 / rhodamine-plectin peptide fluorescence polarization; higher % means a stronger effect; one-dose displacement, % at 20 µM; IC50 in µM for titrated hits; hit rate 0.02% among 290,000;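 active = displacement of at least 50% at 20 µM, with a fluorescence ratio check between 0.3 and a set limit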;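 also: plate controls were Siah plus tracer with DMSO for no effect and tracer alone without Siah for full effect; strong numbers were not always called active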
Hep lipid drop cells 6.5 µM = second read-out of Hep lipid drop, no call of its own (marks repeat the call); cell count; measured here: cell count, cytotoxicity flag;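 cells counted across two imaged fields per well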
Active calls of the source: *. Rule as the data show it, unless noted: active = inhibition above about 50%; inactive = the rest. This is a subset, so the mix of outcomes need not match the whole.

For CCOc1ccc(NC(=O)N2CCC(n3c(=O)[nH]c4ccccc43)CC2)cc1 the results were P. falciparum M1AAP -2%, XIAP displacement -6.4%, ER stress rescue 0.2%, LYP phosphatase -9%, P. falciparum M17LAP 6%, AID2073 -5%, NOD2 inhibition 16% and SIAH1 antagonists -2%.
`O=C(O)CNC(=S)N(Cc1ccccc1)Cc1cccs1` gave P. falciparum M1AAP 4%, XIAP displacement -6.4%, ER stress rescue -1.0%, LYP phosphatase 5%, P. falciparum M17LAP -9%, Hep lipid drop 11, AID2073 -2%, NOD2 inhibition 1%, SIAH1 antagonists 0% and Hep lipid drop cells 6.5 µM 703.
Screening COc1ccc(C)cc1NC(=O)CSc1nnc(-c2ccc(OC)c(OC)c2)n1N returned P. falciparum M1AAP -1%, XIAP displacement -2.7%, ER stress rescue 1.4%, LYP phosphatase 1%, P. falciparum M17LAP 9%, AID2073 27%, NOD2 inhibition -1% and SIAH1 antagonists 0%.
O=C(/C=C/c1ccccc1)NNc1ccc(Cl)cc1 was read as P. falciparum M1AAP 5%, XIAP displacement -7.5%, ER stress rescue 1.9%, LYP phosphatase 0%, P. falciparum M17LAP 4%, Hep lipid drop -24, AID2073 -7%, NOD2 inhibition -131%, SIAH1 antagonists 1% and Hep lipid drop cells 6.5 µM 674.
`COc1cccc(N/C(N)=N/c2nc(C(F)(F)F)cc(C(F)(F)F)n2)c1` gave P. falciparum M1AAP 6%, XIAP displacement -10%, ER stress rescue 0.5%, LYP phosphatase -6%, P. falciparum M17LAP 4%, Hep lipid drop -15, AID2073 -4%, NOD2 inhibition 11%, SIAH1 antagonists -2% and Hep lipid drop cells 6.5 µM 650.
Screening COc1ccccc1NC(=O)NC1CCCc2ccccc21 (stereo unspecified) returned LYP phosphatase -6%, Hep lipid drop -12, AID2073 1%, NOD2 inhibition 5%, SIAH1 antagonists 3% and Hep lipid drop cells 6.5 µM 811.
O=C(NC1CCN(C(=S)NCc2ccco2)CC1)NC12CC3CC(CC(C3)C1)C2 was read as P. falciparum M1AAP 8%, XIAP displacement 1.6%, ER stress rescue -0.5%, LYP phosphatase 0%, P. falciparum M17LAP 6%, AID2073 -11%, NOD2 inhibition 5% and SIAH1 antagonists -3%.
`O=C1[C@@H]2Cc3c([nH]c4ccccc34)C(c3ccc([N+](=O)[O-])cc3)N2C(=O)CN1C1CC1` (stereo partly specified) gave LYP phosphatase -6%, Hep lipid drop 15, AID2073 12%, NOD2 inhibition -102%, SIAH1 antagonists 2% and Hep lipid drop cells 6.5 µM 436.
O=c1cc(-c2ccccc2)nc(SCc2ccc(F)cc2)[nH]1 was read as P. falciparum M1AAP 2%, XIAP displacement 0.8%, ER stress rescue -0.6%, LYP phosphatase 0%, P. falciparum M17LAP 6%, Hep lipid drop 0, AID2073 9%, NOD2 inhibition 10%, SIAH1 antagonists 5% and Hep lipid drop cells 6.5 µM 457.
For Cc1cccc(-n2ncc3c2CCCC3NC(=O)CCc2ccncc2)c1C (stereo unspecified) the results were LYP phosphatase -7%, Hep lipid drop -33, AID2073 -3%, NOD2 inhibition 38%, SIAH1 antagonists 3% and Hep lipid drop cells 6.5 µM 643.

Brought forward from above: four entries, then new ones.
O=C(NC1CCN(C(=S)NCc2ccco2)CC1)NC12CC3CC(CC(C3)C1)C2 was read as P. falciparum M1AAP 8%, XIAP displacement 1.6%, ER stress rescue -0.5%, LYP phosphatase 0%, P. falciparum M17LAP 6%, AID2073 -11%, NOD2 inhibition 5% and SIAH1 antagonists -3%.
`O=C1[C@@H]2Cc3c([nH]c4ccccc34)C(c3ccc([N+](=O)[O-])cc3)N2C(=O)CN1C1CC1` (stereo partly specified) gave LYP phosphatase -6%, Hep lipid drop 15, AID2073 12%, NOD2 inhibition -102%, SIAH1 antagonists 2% and Hep lipid drop cells 6.5 µM 436.
O=c1cc(-c2ccccc2)nc(SCc2ccc(F)cc2)[nH]1 was read as P. falciparum M1AAP 2%, XIAP displacement 0.8%, ER stress rescue -0.6%, LYP phosphatase 0%, P. falciparum M17LAP 6%, Hep lipid drop 0, AID2073 9%, NOD2 inhibition 10%, SIAH1 antagonists 5% and Hep lipid drop cells 6.5 µM 457.
For Cc1cccc(-n2ncc3c2CCCC3NC(=O)CCc2ccncc2)c1C (stereo unspecified) the results were LYP phosphatase -7%, Hep lipid drop -33, AID2073 -3%, NOD2 inhibition 38%, SIAH1 antagonists 3% and Hep lipid drop cells 6.5 µM 643.
`CCCCSC(=S)NC1CCS(=O)(=O)C1` (stereo unspecified) gave P. falciparum M1AAP 5%, XIAP displacement -3.2%, ER stress rescue -9.8%, LYP phosphatase -7%, P. falciparum M17LAP 1%, Hep lipid drop 17, AID2073 -9%, NOD2 inhibition 8%, SIAH1 antagonists 6% and Hep lipid drop cells 6.5 µM 653.
For Cc1nonc1NC(=O)CSc1nnnn1-c1ccccc1 the results were LYP phosphatase -9%, Hep lipid drop 1, AID2073 0%, NOD2 inhibition -9%, SIAH1 antagonists 3% and Hep lipid drop cells 6.5 µM 770.
Cc1ccc(-n2ncc3c(NNC(=O)c4ccco4)ncnc32)cc1Cl was read as LYP phosphatase -8%, Hep lipid drop -4, AID2073 5%, NOD2 inhibition 0%, SIAH1 antagonists -4% and Hep lipid drop cells 6.5 µM 844.
For COc1ccc(C2(c3ccc(OC)cc3)NC(=O)N(CC(=O)Nc3cc(C)ccc3OC)C2=O)cc1 the results were LYP phosphatase -5%, Hep lipid drop 86*, AID2073 6%, NOD2 inhibition -25%, SIAH1 antagonists -8% and Hep lipid drop cells 6.5 µM 894*.
`Oc1ccc(-c2nc(-c3ccc(O)c(O)c3)cs2)cc1` gave P. falciparum M1AAP 14%, XIAP displacement -7.6%, ER stress rescue -1.0%, LYP phosphatase -6%, P. falciparum M17LAP 26%, AID2073 -1%, NOD2 inhibition -11% and SIAH1 antagonists -2%.
Screening O=C(/C=C/c1ccc2ccccc2c1)c1ccoc1 returned P. falciparum M1AAP 2%, XIAP displacement -2.2%, ER stress rescue -2.2%, LYP phosphatase -3%, P. falciparum M17LAP 1%, AID2073 11%, NOD2 inhibition -20% and SIAH1 antagonists 2%.
For Cc1ccc(CNC(=O)C2CCC(=O)N(CCc3cccc(F)c3)C2)s1 (stereo unspecified) the results were LYP phosphatase -12%, Hep lipid drop -4, AID2073 20%, NOD2 inhibition 6%, SIAH1 antagonists 3% and Hep lipid drop cells 6.5 µM 783.
`O=C(NCc1ccccc1F)C1CCCN(C(=O)Nc2ccccc2)C1` (stereo unspecified) gave LYP phosphatase -1%, Hep lipid drop -2, AID2073 -3%, NOD2 inhibition -109%, SIAH1 antagonists -5% and Hep lipid drop cells 6.5 µM 841.
Screening Cc1ccc(C)c(N2CCN(S(=O)(=O)c3ccc4c(c3)NC(=O)CS4)CC2)c1 returned LYP phosphatase -4%, Hep lipid drop -18, AID2073 16%, NOD2 inhibition 19%, SIAH1 antagonists -3% and Hep lipid drop cells 6.5 µM 678.
Screening CCOc1ccc(OCC)c(NC(=O)C2CCCN2S(=O)(=O)c2cccc3cccnc23)c1 (stereo unspecified) returned P. falciparum M1AAP 11%, XIAP displacement -0.6%, ER stress rescue 1.7%, LYP phosphatase -4%, P. falciparum M17LAP 5%, AID2073 -1%, NOD2 inhibition 13% and SIAH1 antagonists -1%.
`COc1cc(/C=C/C(=O)O)cc(Br)c1O` gave P. falciparum M1AAP 7%, LYP phosphatase -7%, P. falciparum M17LAP 2%, Hep lipid drop -15, AID2073 1%, NOD2 inhibition 15%, SIAH1 antagonists 9% and Hep lipid drop cells 6.5 µM 697.
`CCOc1ccc(CNC(=O)CCS(=O)(=O)Cc2ccc(C)cc2)cc1OC` gave P. falciparum M1AAP 6%, XIAP displacement -2.8%, ER stress rescue 1.1%, LYP phosphatase -7%, P. falciparum M17LAP -6%, Hep lipid drop -3, AID2073 -7%, NOD2 inhibition 19%, SIAH1 antagonists 7% and Hep lipid drop cells 6.5 µM 765.
Screening COCC(=O)N/N=C/c1ccc(Sc2nc3ccccc3s2)o1 returned P. falciparum M1AAP 7%, XIAP displacement -6.6%, ER stress rescue -1.1%, LYP phosphatase 0%, P. falciparum M17LAP 10%, AID2073 -10%, NOD2 inhibition 3% and SIAH1 antagonists -2%.
Screening CCCCOC(=O)c1ccc(NC(=O)CSc2nnnn2C)cc1 returned P. falciparum M1AAP 4%, XIAP displacement -3.0%, ER stress rescue 0.6%, LYP phosphatase -5%, P. falciparum M17LAP -2%, Hep lipid drop -9, AID2073 -4%, NOD2 inhibition 6%, SIAH1 antagonists 17% and Hep lipid drop cells 6.5 µM 739.
Screening COc1ccc(CCC(=O)NCCS(=O)(=O)N2CCN(c3ccc(OC)cc3)CC2)cc1 returned LYP phosphatase -12%, Hep lipid drop -16, AID2073 12%, NOD2 inhibition 34%, SIAH1 antagonists 6% and Hep lipid drop cells 6.5 µM 711.
For CCn1c(SCC(=O)N2CCCc3ccccc32)nnc1-c1c[nH]c2ccccc12 the results were P. falciparum M1AAP -6%, XIAP displacement -1.5%, ER stress rescue -2.3%, LYP phosphatase -2%, P. falciparum M17LAP -2%, Hep lipid drop -5, AID2073 -7%, NOD2 inhibition -3%, SIAH1 antagonists -3% and Hep lipid drop cells 6.5 µM 764.
Screening COc1ccc(Cn2c(/C=C/c3ccccc3)nc3ccccc32)cc1 returned P. falciparum M1AAP 7%, XIAP displacement -6.3%, ER stress rescue 2.1%, LYP phosphatase 1%, P. falciparum M17LAP -71%, AID2073 13%, NOD2 inhibition -263% and SIAH1 antagonists 0%.
`S=C1SCN(Cc2ccccc2)CN1Cc1ccccc1` gave LYP phosphatase 2%, Hep lipid drop -8, AID2073 -1%, NOD2 inhibition -11%, SIAH1 antagonists -1% and Hep lipid drop cells 6.5 µM 836.
`CCOc1ccc(NC(=O)Nc2ccc3nsnc3c2)cc1` gave P. falciparum M1AAP 3%, XIAP displacement -5.0%, ER stress rescue -0.3%, LYP phosphatase -3%, P. falciparum M17LAP 22%, Hep lipid drop -28, AID2073 1%, NOD2 inhibition -142%, SIAH1 antagonists 3% and Hep lipid drop cells 6.5 µM 651.
For COCCn1c(SCC(=O)Nc2ccc(Cl)c(S(=O)(=O)N(C)C)c2)nc2ccccc21 the results were P. falciparum M1AAP 5%, XIAP displacement -6.0%, ER stress rescue -2.1%, LYP phosphatase -6%, P. falciparum M17LAP -9%, Hep lipid drop -30, AID2073 -7%, NOD2 inhibition -8%, SIAH1 antagonists -6% and Hep lipid drop cells 6.5 µM 696.
For COc1c(C)oc2cc(O)ccc2c1=O the results were P. falciparum M1AAP 1%, XIAP displacement 1.8%, ER stress rescue 1.1%, LYP phosphatase -11%, P. falciparum M17LAP -57%, Hep lipid drop 2, AID2073 31%, NOD2 inhibition 0%, SIAH1 antagonists 5% and Hep lipid drop cells 6.5 µM 632.
